Bioassay records (PubChem BioAssay)
CatB mixtures: inhibitors of human cathepsin B in compound mixtures. inhibition, %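 (ten-compound pools at 5 µM per compound and 50 µM total)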. 62,000 tested, 0.06% active. Purified cathepsin B, AMC dipeptide fluorescence. P07858; in the data active = inhibition above about 22%, passing the limit was not always enough;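 note: 0% = enzyme without compound and 100% = no enzyme blank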
FXIIa inh mix: factor XIIa (human) inhibition, mixture screen; P00748; purified FXIIa, fluorogenic substrate, pooled mixtures; inhibition, % at 5 µM; 62,000 tested, 0.2% active; AID 684;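 note: 0% = enzyme without compound and 100% = no enzyme blank; some results filed as inactive read as strong as hits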
Target sequence (P00748 20-372 limits assumed): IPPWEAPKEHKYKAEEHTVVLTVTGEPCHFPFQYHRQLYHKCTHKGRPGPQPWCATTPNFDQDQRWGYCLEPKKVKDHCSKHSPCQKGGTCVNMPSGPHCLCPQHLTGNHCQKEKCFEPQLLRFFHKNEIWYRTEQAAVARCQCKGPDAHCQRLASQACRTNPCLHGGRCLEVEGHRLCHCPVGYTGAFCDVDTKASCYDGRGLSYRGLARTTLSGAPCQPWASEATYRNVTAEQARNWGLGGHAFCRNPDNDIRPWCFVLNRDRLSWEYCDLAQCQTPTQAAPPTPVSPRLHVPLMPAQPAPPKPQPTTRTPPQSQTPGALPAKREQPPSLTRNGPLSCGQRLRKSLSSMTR
Target sequence (P00748 373-615 limits assumed): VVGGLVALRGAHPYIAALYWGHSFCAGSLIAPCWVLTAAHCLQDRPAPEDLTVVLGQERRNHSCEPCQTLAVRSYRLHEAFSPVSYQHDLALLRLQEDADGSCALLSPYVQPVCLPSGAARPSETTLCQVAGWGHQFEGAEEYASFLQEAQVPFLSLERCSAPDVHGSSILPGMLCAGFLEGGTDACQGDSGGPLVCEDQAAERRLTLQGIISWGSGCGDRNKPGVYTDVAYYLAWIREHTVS
CatS inh: human cathepsin S inhibition; P25774; recombinant cathepsin S, AMC dipeptide fluorescence, pooled mixtures; inhibition, %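 (tested at 5 µM per compound within 10-compound mixtures)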; 62,000 tested, 0.06% active; in the data active = inhibition above about 32%, passing the limit was not always enough;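 note: 0% = enzyme without compound and 100% = blank without enzyme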
C1s block: human complement C1s inhibition; 62,000 tested, 0.16% active; purified C1s, fluorogenic AMC substrate, pooled mixtures; mean inhibition % of two 10-compound mixtures (stronger effect = higher value), % at 5 µM (by protocol); P09871;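 active = inhibition above 20% in each of the two 10-compound mixture wells holding the compound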;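 note: 0% = enzyme wells lacking compound mixture and 100% = no-enzyme blank wells; some compounds called inactive have numbers as strong as hits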
CatL inh: blocks human cathepsin L protease activity; 58,000 tested, 0.17% active; AID 460; purified cathepsin L, fluorogenic substrate, fluorescence; inhibition, %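 (tested at 10 µM)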; P07711; in the data active = inhibition above about 45%;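 note: 0% = enzyme with no compound and 100% = no enzyme blank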
Target sequence (P07711 114-288 limits assumed): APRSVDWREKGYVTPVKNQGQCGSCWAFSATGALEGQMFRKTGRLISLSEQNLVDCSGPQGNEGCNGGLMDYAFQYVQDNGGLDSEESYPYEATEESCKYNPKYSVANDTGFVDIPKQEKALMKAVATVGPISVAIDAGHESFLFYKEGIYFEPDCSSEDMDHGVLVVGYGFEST
Target sequence (P07711 292-333 limits assumed): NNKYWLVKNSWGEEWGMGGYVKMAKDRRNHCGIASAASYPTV
CatB block: blocks human cathepsin B protease activity; purified cathepsin B, fluorogenic substrate, fluorescence; inhibition, %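 (tested at 10 µM)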; 63,000 tested, 0.1% active; AID 453; in the data active = inhibition above about 21%;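 note: 0% = enzyme with no compound and 100% = no enzyme blank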
AP complement: alternative pathway complement inhibition, orthogonal assay; Human serum alternative complement pathway, LPS-coated ELISA, C3 deposition; tested in compound mixtures; 62,000 tested, 0.08% active; AID 1235; inhibition, % at 5 µM;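 active = inhibition above 30% in each of the two pooled mixtures holding the compound, so the lower value exceeds 30%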;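 note: 0% = serum in Mg-EGTA without compound and 100% = EDTA serum blank; some compounds past the cut are filed as inactive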
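Assay system: Human serum alternative complement pathway, C3 deposition on LPS-coated wells | Incubation: 1 h serum-compound exposure at 37 °C | Doses: 5 µM per compound in ten-compound mixtures | Read-out: Percent inhibition | Technique: ELISA with HRP anti-human C3 antibody, TMB substrate, absorbance 450 nm | Replication: Two pool placements per compound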
FXIa inh mix: inhibitors of human coagulation factor XIa, pooled mixtures | purified FXIa, fluorogenic substrate | inhibition, % at 5 µM | 62,000 tested, 0.19% active | AID 680;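 note: each value is inhibition by a whole ten-compound pool holding the compound; 0% = enzyme with no mixture and 100% = wells lacking enzyme; strong numbers were not always called active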
Cathepsin G inh: cathepsin G (human) inhibition. P08311. purified enzyme, AMC-tetrapeptide fluorescence, pooled mixtures. inhibition, % at 5 µM (by protocol). 62,000 tested, 0.2% active;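 active = inhibition above 20% in each of the two mixture wells holding the compound; inactive = inhibition of 20% or less in either well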;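 note: 0% = enzyme control without mixture and 100% = blank lacking enzyme; strong numbers were not always called active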
Target sequence (P08311 21-244 limits assumed): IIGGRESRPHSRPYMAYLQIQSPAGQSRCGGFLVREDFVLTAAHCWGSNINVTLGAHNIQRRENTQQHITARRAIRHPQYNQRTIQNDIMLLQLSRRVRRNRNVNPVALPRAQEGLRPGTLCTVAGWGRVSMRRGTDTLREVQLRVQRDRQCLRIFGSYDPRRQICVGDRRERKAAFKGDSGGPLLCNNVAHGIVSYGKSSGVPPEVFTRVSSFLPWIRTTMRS
* = called active by the depositor; i = inactive; nt = not tested or not shown. Cut-off read from the data, not from the text of the source, unless noted: active = inhibition above about 20% (passing the limit was not always enough); inactive = the rest. An excerpt; rates above refer to the full screens.

SMILES	CatB mixtures	FXIIa inh mix	CatS inh	C1s block	CatL inh	CatB block	AP complement	FXIa inh mix	Cathepsin G inh
OCCCNC(c1ccccc1)c1ccc(O)cc1 (centres undefined)	-5.9	6.7	0.5	29.2	nt	3.5	8.7	7.8	43.9
CNC(=O)c1cc(C)c(-c2ccccc2)s1	-0.6	2.4	3.5	3.3	-0.1	6.6	7.4	14.7	18.7
COc1ccc(OC)c(S(=O)(=O)N(C)CC(=O)Nc2ccccc2OC)c1	1.8	7.9	-2.0	11.6	2.3	2.8	3.5	5.2	7.8
COC(=O)c1cc2ccsc2n1CC(=O)Nc1cc(C)cc(C)c1	4.9	8.9	13.3	-11.0	0.0	5.7	-11.5	2.1	-12.4
CC(=O)c1cccc(NC(=O)N2CCC(c3nnc(SCC(N)=O)n3C)CC2)c1	2.0	6.4	10.1	-2.5	17.8	3.5	5.5	12.0	13.1
CCc1c(C(=O)NCc2ccccc2Cl)[nH]c(C)c1C(C)=O	4.9	2.8	-2.6	16.1	-2.7	-0.5	14.2	4.3	11.6
CCSc1nnc(Cc2cc(=O)[nH]c(=O)[nH]2)n1-c1cc(C)ccc1C	4.5	-12.4	-2.9	14.3	19.8	2.8	6.0	23.0	8.6
COc1ccc(-n2nc(C(=O)N3CCN(c4ccc(F)cc4)CC3)c3ccccc3c2=O)c(OC)c1	0.0	-7.5	-14.4	-80.0	2.4	-4.0	16.4	-5.1	-7.1
C=CCn1c(SCC(=O)Nc2cc3oc4ccccc4c3cc2OC)nnc1-c1cnccn1	1.6	2.9	-4.1	1.0	2.9	-1.6	13.4	0.8	7.3
O=S(=O)(Cc1ccccc1)N1CCCCCC1	-7.3	4.6	-4.0	5.1	-11.2	0.4	20.7	-1.1	7.7
Cc1cc(N2C(=O)C3CC=CCC3C2=O)cc(C)c1Br (centres undefined)	-1.4	5.8	-4.3	-8.9	-12.7	-0.4	11.4	3.1	6.8
CCOC(=O)c1[nH]c(COC(=O)c2ccccc2NC(=O)c2ccco2)c(C(=O)OCC)c1C	2.5	6.2	4.4	-12.1	-0.8	-0.3	-1.0	4.3	-1.5
c1ccc(C(c2nnnn2Cc2ccco2)N2CCN(C3CCCC3)CC2)cc1 (centres undefined)	-2.2	15.2	13.1	-0.7	2.2	-0.1	8.3	-0.6	4.4
CC(C)n1c(NCc2c[nH]c3ccccc23)nc2ccccc21	2.6	1.4	5.9	-7.6	8.2	5.2	2.5	-3.2	2.1
O=C(CSCc1ccccc1)NC1CCSC1=O (centres undefined)	2.0	-0.5	-4.8	6.7	5.9	1.5	17.6	0.9	6.4
CC(c1ccccc1)n1cc(C(=O)NCCCn2ccnc2)nn1 (centres undefined)	1.7	-0.9	-3.8	13.7	2.5	6.8	6.3	6.8	17.8
O=C(CS(=O)CC(=O)Nc1cccc2c1CCCC2)Nc1ccc(F)cc1 (centres undefined)	6.7	7.6	-9.1	15.9	6.4	-0.7	12.3	9.3	9.6
COC(=O)C1C(c2ccccc2)C(C(=O)N2CCN(C)CC2)C1c1ccccc1 (centres undefined)	6.3	5.9	2.1	8.2	nt	3.3	10.3	4.9	8.5
CCOC(=O)c1ccc2[nH]cc(C(C)=O)c(=O)c2c1	-4.8	9.2	-2.5	-37.3	9.2	-2.4	5.6	-1.2	-5.2
CC1=CC(C)(C)N(C(=O)c2ccccc2)c2ccccc21	1.5	-13.5	-3.9	12.3	0.8	6.3	10.3	6.6	8.4
CN(CC(=O)N1CCc2ccccc21)S(=O)(=O)c1cccs1	6.4	1.6	14.5	13.7	14.1	1.5	-0.5	2.6	11.5
CCn1c(=O)cc(SCC(=O)NCc2ccco2)c2ccccc21	3.3	-0.3	-1.5	-1.2	0.4	-5.2	9.2	4.6	0.0
Cc1csc(NC(=O)c2ccc(C)c(S(=O)(=O)N3CCCCC3)c2)n1	12.4	12.6	4.1	3.7	nt	3.8	17.9	1.6	8.6
CNC(=O)c1cc2ccc(OC)cc2oc1=O	-8.9	4.4	-20.9	-38.3	i	-2.8	8.5	-16.8	-9.9
CCOc1ccc2nc(NC(=O)C3CCCN(S(=O)(=O)c4cccs4)C3)sc2c1 (centres undefined)	1.4	3.3	-2.3	13.4	-6.7	4.6	16.5	8.4	18.4
CCOC(=O)C1CCCN(S(=O)(=O)c2ccc(Br)c(OC)c2)C1 (centres undefined)	3.1	1.8	11.3	13.8	-2.5	1.4	1.7	4.8	9.0
COc1ccc(C2C(C#N)=C(N)Oc3c2oc(CO)cc3=O)c(OC)c1OC (centres undefined)	7.2	7.7	12.8	10.6	-1.1	2.7	4.2	3.5	10.0
CC(=N/O)/C(=N\O)c1ccc(C)o1	1.0	-1.6	-5.3	1.8	3.5	0.9	-5.3	4.6	-4.8
CCN(CC)CCNC(=O)CS(=O)Cc1nc(-c2ccc(C)cc2)oc1C (centres undefined)	5.2	4.4	-2.4	-1.2	0.0	-6.1	17.3	8.7	0.0
CCOC(=O)CSc1nnc(CSc2nc(N)c3c(C)c(C)sc3n2)n1-c1ccccc1	6.9	-1.9	7.6	-31.8	nt	9.7	-7.5	5.1	-9.6
CCOC(=O)C1CCN(c2ncnc3c2oc2ccccc23)CC1	1.1	4.6	-9.8	-4.2	-6.4	-0.7	11.6	2.2	3.3
CN(c1ccccc1)c1ccc(/C=c2\s/c(=C(/C#N)C(=O)C(C)(C)C)n(Cc3ccco3)c2=O)cc1	25.5	1.8	7.9	-4.7	4.8	5.3	14.6	7.2	-1.5
CCCNS(=O)(=O)c1ccc(OCC(=O)NCCCOC)cc1	-0.7	-32.3	-5.9	-13.1	-8.6	-3.5	19.1	5.7	7.0
FC(F)(F)Oc1ccc(Nc2nc3ccccc3o2)cc1	1.0	-16.2	12.2	-0.4	11.3	5.8	-4.5	-1.6	10.2
Cc1cc(Cl)c(S(=O)(=O)NCc2cccnc2)cc1OCC(N)=O	7.4	2.4	10.4	-8.0	nt	0.5	6.9	14.7	2.1
CCOc1cc2[nH]c(=S)n(CCCCC(=O)NCc3ccco3)c(=O)c2cc1OCC	0.4	1.1	19.3	-45.7	20.1	4.7	11.2	2.5	4.9
CCOC(=O)CSc1nc(NCc2ccco2)c2ccccc2n1	-1.6	7.2	-4.2	-36.0	2.1	2.9	5.3	-1.4	-9.6
COCC(=O)N(C)c1nnc(-c2cnc(C)cn2)s1	3.5	-0.7	2.4	8.1	-1.6	1.5	10.6	4.4	8.1
CN(C)c1ccnc2sc(C(=O)NCc3ccccc3)c(N)c12	2.0	10.9	0.7	12.8	3.6	nt	3.4	1.3	7.4
CCN(CC)S(=O)(=O)c1cc(C(=O)Nc2ccccn2)ccc1C	7.5	-13.7	15.4	1.7	5.3	3.8	1.8	6.1	10.3

Taken from the listing, 2 compounds:
SMILES	CatB mixtures	FXIIa inh mix	CatS inh	C1s block	CatL inh	CatB block	AP complement	FXIa inh mix	Cathepsin G inh
COCC(=O)N(C)c1nnc(-c2cnc(C)cn2)s1	3.5	-0.7	2.4	8.1	-1.6	1.5	10.6	4.4	8.1
CN(C)c1ccnc2sc(C(=O)NCc3ccccc3)c(N)c12	2.0	10.9	0.7	12.8	3.6	nt	3.4	1.3	7.4

2 compounds drawn at random from the list so far:
SMILES	CatB mixtures	FXIIa inh mix	CatS inh	C1s block	CatL inh	CatB block	AP complement	FXIa inh mix	Cathepsin G inh
COc1ccc(C2C(C#N)=C(N)Oc3c2oc(CO)cc3=O)c(OC)c1OC (centres undefined)	7.2	7.7	12.8	10.6	-1.1	2.7	4.2	3.5	10.0
CCN(CC)CCNC(=O)CS(=O)Cc1nc(-c2ccc(C)cc2)oc1C (centres undefined)	5.2	4.4	-2.4	-1.2	0.0	-6.1	17.3	8.7	0.0

Carrying on:
SMILES	CatB mixtures	FXIIa inh mix	CatS inh	C1s block	CatL inh	CatB block	AP complement	FXIa inh mix	Cathepsin G inh
COc1ccc(C(C)=O)cc1COC(=O)c1ccc(OCc2c(C)noc2C)cc1	8.1	1.9	16.1	-26.0	10.5	8.0	-9.1	1.4	-14.4
COc1cc(C(=O)Nc2nc3ccc(S(=O)(=O)N4CCOCC4)cc3s2)cc(OC)c1OC	-1.0	-11.6	-7.9	-64.6	10.9	6.7	11.4	-2.5	8.9
COc1ccc(N2CCN(C(=O)C(Cc3ccccc3)n3cccc3)CC2)cc1 (centres undefined)	1.2	-0.1	-2.2	4.1	nt	9.0	8.9	5.8	8.8
CN(C)CCCNc1oc(-c2ccccc2)nc1C#N	-10.9	0.9	-4.1	-133.4	-14.8	5.8	-4.5	-30.4	-27.9
CCOC(=O)CC(=O)CSc1nc2ccc(C)cc2cc1C#N	3.7	-14.9	-2.5	12.4	9.9	2.2	-0.1	4.2	13.1
Cc1oc(-c2ccc(Cl)cc2)nc1CN1CCCC(C(=O)NCCCN2CCCC2=O)C1 (centres undefined)	5.0	4.0	0.0	14.5	nt	0.0	27.4	3.3	9.2
CCOc1ccc(-n2nnc3c(=O)n(CC(=O)N4CCCc5ccccc54)cnc32)cc1	1.4	-22.4	10.9	12.7	13.8	4.3	7.7	0.7	8.9
CC1=C(C(=O)OC(C)(C)C)C(c2ccco2)C(C#N)=C(N)O1 (centres undefined)	0.5	7.9	-1.0	4.1	5.4	-2.2	0.5	1.8	1.0
CCN(CC)C1CC(=O)N(c2cccc(C)c2)C1=O (centres undefined)	5.8	2.3	0.8	3.6	nt	-0.8	12.5	11.0	-1.5
COC(=O)CSc1nnc(-c2cccs2)n1-c1ccc(Cl)cc1	5.4	3.2	-10.7	17.1	-1.4	3.6	9.2	5.5	14.3
COc1cccc(N2C(=O)CC(N3CCC(C(N)=O)(N4CCCCC4)CC3)C2=O)c1 (centres undefined)	5.2	9.8	14.3	-15.7	-4.6	8.2	-4.7	0.0	-8.5
O=c1cc(N2CCN(c3ccccc3)CC2)[nH]c(=O)n1-c1ccccc1Cl	2.0	1.7	0.7	1.7	2.0	2.0	8.0	-6.8	6.8
Cc1ccc(CNC(=O)c2nnn(-c3cccc(C)c3)c2N)cc1	0.1	19.7	-4.6	4.9	0.9	0.8	10.2	9.6	6.4
COc1ccc(-c2csc(Cc3nnc4n3CCCCC4)n2)cc1OC	7.0	6.8	-2.3	8.4	1.5	-2.5	14.1	7.6	30.4
COc1ccccc1N(CN1CCCC1=O)C(=O)COc1ccccc1	3.5	-0.5	-3.4	4.9	-3.6	1.0	13.6	1.6	-1.1
CCOC(=O)Cn1c(S(=O)(=O)Cc2ccccc2)nc2ccccc21	6.0	7.9	-6.3	15.7	18.8	3.6	13.3	5.9	11.5
Cc1c(NC(=O)COC(=O)c2cc3c4ccccc4n(C)c3s2)c(=O)n(-c2ccccc2)n1C	-1.4	2.2	-3.0	12.1	-8.3	-0.9	12.6	7.2	9.3
COc1cc(C(=O)CSc2nncn2C)cc(OC)c1OC	-0.1	3.0	4.9	0.7	0.0	4.8	-2.7	4.7	2.1
Cc1ccc2cc(CN(CCN3CCCC3)C(=O)Nc3ccc(F)cc3)c(=O)[nH]c2c1C	2.0	-4.4	-3.0	9.3	8.6	3.8	0.1	1.8	9.8
CC1CC(C)CN(C(=O)COC(=O)CNS(=O)(=O)/C=C/c2ccccc2)C1 (centres undefined)	1.7	3.4	4.4	2.0	9.6	0.9	10.4	-0.7	7.8
Cc1nn(-c2cccc(Cl)c2)c2c1C(c1ccncc1)C(C#N)=C(N)O2 (centres undefined)	6.4	-5.6	11.6	-26.9	13.1	4.6	1.5	5.6	-1.1
CN1CCCC(OC(=O)c2ccc3c(c2)OCCO3)C1 (centres undefined)	-9.6	14.1	-5.5	4.2	7.5	1.6	6.0	1.2	8.7
COc1ccc(Nc2nc(C)cc(C)c2C(N)=O)c(OC)c1	2.9	-14.8	-7.0	18.1	3.1	3.3	21.8	3.8	8.8
